# HttQ103 aggreg: mutant huntingtin aggregation inhibition. PC12 HttQ103-GFP aggregates, Acumen cytometry, 40 h. Potency, µM (highest dose often 46.1 µM), inactives show at the top dose activity change, negative = inhibition, most hits filed as inhibitors. hit rate 1.1% among 220,000; further: on the % scale 0 is the no-effect control and ±100 the full control effect; nearly all actives have a fitted effect of over 60% in size
#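 PC12/HTTQ103-GFP, ecdysone-inducible; teb 100 nM; cpd qHTS titration; GFP aggregates read on laser cytometer, Ex 488/Em 500-530 nm.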
# SMN2 splice up: increases expression of the SMN2 splice variant. AID 1458. Potency, µM (top dose mostly 46.1 µM), for the others: top-dose activity change, positive = activation, actives largely listed as activators. HEK293 SMN2-luciferase splicing reporter, luminescence, 30-36 h. hit rate 2.8% among 210,000; further: % of control where 0% means no effect; nearly all actives have a fitted effect of over 55% in size
#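 HEK293 cells carry an SMN2 […]–luciferase reporter in which exon 7 inclusion puts luciferase in frame. Cells were plated 10-12 h before compound addition, then incubated 30-36 h at 37C. ONE-Glo luminescence was read; sodium butyrate at 4.5 mM final served as control.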
# Tau fibril FP: tau fibrillization inhibition (FP). Potency, µM (doses to about 57.7 µM), inactives show top-dose activity, negative = inhibition, actives largely listed as inhibitors. K18 P301L tau heparin fibrillization, Alexa594 FP, 6 h. P10636. hit rate 0.39% among 280,000; further: on the % scale 0 is the no-effect control and ±100 the full control effect; nearly all actives have a fitted effect of over 55% in size
# Target sequence (P10636 561-689 P618L limits assumed): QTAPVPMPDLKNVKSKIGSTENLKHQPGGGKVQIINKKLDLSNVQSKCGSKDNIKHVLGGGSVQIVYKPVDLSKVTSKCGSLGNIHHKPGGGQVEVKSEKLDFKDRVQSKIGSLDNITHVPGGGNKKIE
#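 Human K18 P301L fragment (15 uM unlabeled plus 0.24 uM Alexa 594-labeled) in 100 mM sodium acetate pH 7 with compound, aggregation induced by 20 uM heparin for 6 hr at 37 C. ThT (30 uM) added for 1 hr, then Alexa 594 FP read.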
# ALDH1A1 block: ALDH1A1 (human) enzyme inhibition; Purified ALDH1A1, NADH fluorescence, propionaldehyde substrate; Potency, µM (series often up to 75.3 µM), inactives show at the top dose activity, negative = inhibition, hits mostly inhibitors; hit rate 7.3% among 220,000; P00352; active means well fitted inhibition curve with a large enough effect, not every such curve was filed as active; inconclusive means small, poorly fitted or top-dose-only effect, or another doubt; inactive means no such curve, though single readings can be large or run the other way;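 further: plate controls were no enzyme wells and a reference inhibitor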
# Target sequence (P00352 whole entry, looked up): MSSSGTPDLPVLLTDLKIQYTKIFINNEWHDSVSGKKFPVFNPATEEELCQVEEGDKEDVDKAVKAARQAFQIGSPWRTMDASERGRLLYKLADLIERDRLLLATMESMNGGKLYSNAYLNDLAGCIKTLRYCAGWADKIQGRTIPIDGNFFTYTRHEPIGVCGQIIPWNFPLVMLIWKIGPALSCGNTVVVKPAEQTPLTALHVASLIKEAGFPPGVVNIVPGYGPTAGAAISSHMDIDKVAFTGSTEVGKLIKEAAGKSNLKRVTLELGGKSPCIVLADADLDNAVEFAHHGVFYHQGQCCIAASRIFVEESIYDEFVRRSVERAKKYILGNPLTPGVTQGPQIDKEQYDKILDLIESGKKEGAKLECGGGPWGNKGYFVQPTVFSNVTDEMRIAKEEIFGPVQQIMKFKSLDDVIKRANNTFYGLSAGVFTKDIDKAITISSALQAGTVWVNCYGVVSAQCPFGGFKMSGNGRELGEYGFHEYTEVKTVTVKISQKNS
# Tau fluor counter: counter-screen for tau fibril formation inhibitors. tau K18 P301L Alexa594 fluorescence, heparin fibrillization. Potency, µM (top dose mostly 57.7 µM), inactives show at the top dose activity change, negative = decrease. hit rate 0.93% among 280,000; further: on the % scale 0 is the no-effect control and ±100 the full control effect; nearly all actives have a fitted effect of over 55% in size
#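 Human K18 P301L tau (15 uM unlabeled plus 0.24 uM Alexa 594-labeled, final) in 100 mM sodium acetate pH 7 was mixed with compound and 20 uM heparin and incubated 6 hr at 37 C.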
# HTT cytoprotect: protects HTT-Q103 PC12 cells, measured by ATP | Potency, µM (doses to about 56.4 µM), for the others: cytoprotection (ATP increase), hits mostly activators | hit rate 0.14% among 230,000 | PC12 HTT-Q103 induced, cytoprotection, ATP luminescence, 40 h;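 further: % of control where 0% means no effect; nearly all actives have a fitted effect of over 45% in size; toxic huntingtin expression switched on by the ecdysone agonist tebufenozide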
#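 Rat PC12, Q103 Htt exon1-GFP fusion, ecdysone promoter; tebufenozide inducer 100 nM final; compound titration; qHTS, 1500 cells/well; ATPlite luminescent read.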
# KDM4E inh: blocks human JMJD2E demethylase activity | B2RXH2 | Potency, µM (doses to about 57.1 µM), for the others: at the highest dose activity change, negative = inhibition, actives largely listed as inhibitors | AID 2147 | hit rate 1.6% among 230,000 | JMJD2E catalytic domain, FDH-coupled NADH fluorescence (FDH is formaldehyde dehydrogenase); active means well fitted inhibition curve with a large enough effect, not every such curve was filed as active; inconclusive means small, poorly fitted or top-dose-only effect, or another doubt; inactive means no such curve, though single readings can be large or run the other way;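 further: 0% = wells with enzyme and -100% = buffer wells without enzyme; nearly all actives have a fitted effect of over 50% in size; many of its hits are not listed in these tables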
# Target sequence (B2RXH2 1-337 limits assumed): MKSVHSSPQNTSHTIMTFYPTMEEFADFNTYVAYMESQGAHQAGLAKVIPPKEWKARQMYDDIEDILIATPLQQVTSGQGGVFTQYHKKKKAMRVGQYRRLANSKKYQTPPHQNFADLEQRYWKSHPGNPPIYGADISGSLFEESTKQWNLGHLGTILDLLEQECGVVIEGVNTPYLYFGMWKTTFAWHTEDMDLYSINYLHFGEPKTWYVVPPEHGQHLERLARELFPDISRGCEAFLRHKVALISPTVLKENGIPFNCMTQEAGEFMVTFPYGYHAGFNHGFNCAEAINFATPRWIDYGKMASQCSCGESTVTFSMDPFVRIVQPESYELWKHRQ
# Tau fibril ThT: tau fibrillization inhibition (ThT binding). AID 1460. P10636. Potency, µM (top dose mostly 57.4 µM), inactives show at the highest dose activity, negative = inhibition, hits mostly inhibitors. recombinant tau K18 P301L (four-repeat tau fragment), heparin-induced fibrillization, ThT fluorescence. hit rate 2.1% among 270,000; further: on the % scale 0 is the no-effect control and ±100 the full control effect; nearly all actives have a fitted effect of over 55% in size
#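 Tau K18 P301L fragment (15 uM unlabeled plus 0.24 uM Alexa 594-labeled) in 100 mM sodium acetate pH 7 with compound, fibrillization induced by 20 uM heparin for 6 hr at 37 C. Thioflavin T (30 uM) added, fluorescence read after 1 hr (ex 450, em 510 nm).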
# The depositor's hits bear a star; ? = inconclusive; / = no result given; [ ] = remark or other dose. Unless noted, the call rests on the fitted dose curve; in most records, active means well fitted curve in the direction sought with a large enough effect; inconclusive means small, poorly fitted or top-dose-only effect, or another doubt; inactive means no such curve, though single readings can be large; an effect the other way counts as inactive or inconclusive. Potency means the concentration at half of the fitted maximal effect. Not all compounds are listed (hit frequency here may not be typical).
SMILES,HttQ103 aggreg,SMN2 splice up,Tau fibril FP,ALDH1A1 block,Tau fluor counter,HTT cytoprotect,KDM4E inh,Tau fibril ThT
COC(=O)c1cccnc1-n1c(=O)c2cccnc2n(CC(=O)Nc2cccc(C(F)(F)F)c2)c1=O,/,-12%,-14%,/,?,/,/,0%
Cc1cc(NC(=O)Nc2cc(Cl)ccc2C)no1,-25%[9.22 µM],/,-3%,/,-17%,-2%[10 µM],2%,-13%
CC(C)(C)OC(=O)NCCCCC1=CC2=CC(=O)C(C)(OC(=O)CCc3ccccc3)C(=O)C2=CO1 (stereo unspecified),/,2%,1%,11%,-10%,-4%,4%,-7%
CC(C)C(NC(=O)C(NC(=O)C1OC2OC(C)(C)OC2C2OC(C)(C)OC12)C(C)C)C(=O)O (stereo unspecified),0%[9.22 µM],/,11%,16%,-1%,-20%[10 µM],-7%,-5%
c1ccc(CSCc2cn3ccccc3n2)cc1,-1%,16µM*,6%,-10%,2%,-4%[10 µM],?,-5%
O=C(Nc1ccc(Cl)cc1)Nc1csc([N+](=O)[O-])c1,-19%[9.22 µM],/,2%[11.6 µM],/,?,4%[10 µM],-5%,/
Nc1cc(=O)[nH]c(SCCOc2ccccc2)n1,-2%[9.22 µM],12%,5%,1%,7%,-17%[10 µM],?,-9%
CC1(C(=O)NC2CCCCCCC2)CCC(=O)N1Cc1ccco1 (stereo unspecified),0%,-20%,-1%,0%,-5%,-1%,3%,-9%
COc1cc(C)ccc1OCCOCCOc1ccccc1Br,-8%,-6%,0%,2%,-9%,2%,-1%,?
COc1cccc(NC(=O)CSc2nnc(-c3cccc(OC(C)C)c3)n2N)c1,11%,/,0%,?,-8%,5%,0%,-11%
CCOc1ccc(NC(=O)Cn2nnc3c(cnn3-c3ccc(F)cc3)c2=O)cc1,-1%,-15%,-1%,7.9µM*,-18%,-35%[inhibitor],0%,-12%
Cc1ccc(NC(=S)NCc2ccc(S(N)(=O)=O)cc2)cc1Cl,3%[9.22 µM],-30%,?,?,?,8%[10 µM],-13%,2%
Cc1cc(C(F)(F)F)n2[nH]c(=O)c(N=Nc3ccccc3)c2n1,-10%,1%,3%,3%,-16%,-31%[inhibitor],?,?
COc1ccc(N=Nc2nc(-c3ccccc3)c(-c3ccccc3)[nH]2)cc1,?,2%[1.84 µM],6%,-3%,?,15%[10 µM],-8%,4µM*
COc1ccc(CCNC(=O)c2cnn3c(C(F)F)cc(C)nc23)cc1OC,15%,-17%,11%,23%,-8%,-37%,2%,-10%
O=C(CSC1=NC(=O)C(Cc2ccccc2)C(=O)N1)Nc1ncccn1 (stereo unspecified),3%,/,-8%,0%,-3%,-10%,-5%,-16%
COc1ccc(CNC(=O)C/C(C)=N/NC(=O)COc2ccc(C)cc2Br)cc1,11%,?,8%,10µM*,-7%,-81%[inhibitor],18%,-12%
CCN1C(=O)CC(N2CCC(Nc3ccc(F)cc3)CC2)C1=O (stereo unspecified),-20%,38%,-3%,-7%,-7%,12%,-3%,-14%
COc1ccc(S(=O)(=O)N2CCC(C(=O)N3CCOCC3)CC2)cc1OC,14%,-17%,-14%,8%,-4%,-4%,7%,-6%
CCCNC(=S)NNC(=O)c1cccs1,4%,/,4%,-7%,-1%,-40%[inhibitor],3%,-10%

# Quoted at random: two records from the list, in no set order.
SMILES,HttQ103 aggreg,SMN2 splice up,Tau fibril FP,ALDH1A1 block,Tau fluor counter,HTT cytoprotect,KDM4E inh,Tau fibril ThT
Nc1cc(=O)[nH]c(SCCOc2ccccc2)n1,-2%[9.22 µM],12%,5%,1%,7%,-17%[10 µM],?,-9%
CCN1C(=O)CC(N2CCC(Nc3ccc(F)cc3)CC2)C1=O (stereo unspecified),-20%,38%,-3%,-7%,-7%,12%,-3%,-14%

# Next records follow.
SMILES,HttQ103 aggreg,SMN2 splice up,Tau fibril FP,ALDH1A1 block,Tau fluor counter,HTT cytoprotect,KDM4E inh,Tau fibril ThT
CCn1c(SCC(=O)N2CCCC2)nc2c(c1=O)SC(C)C2 (stereo unspecified),-24%,0%,0%,-2%,5%,-2%[10 µM],6%,3%
Cc1cc2ccccc2n2c(SCC(=O)N3CCOCC3)nnc12,-2%[9.22 µM],/,-4%,-2%,9%[2.34 µM],12%[10 µM],-1%,-5%
COc1ccc(NC(=O)c2cccc(-n3cnnn3)c2)cc1,-14%,/,4%,0%,5%,-23%[10 µM],-4%,6%
Cc1ccc(NC(=S)NNC(=O)Cn2nc([N+](=O)[O-])cc2C)cc1,-22%,-17%,6%,1%,-3%,19%,10%,-4%
CCCCCN=c1ccn(Cc2ccccc2)c2ccccc12,/,/,5%,-8%,-11%,-15%,-3%,-9%
CCOC(=O)C1=C(C)NC(C)=C(C(=O)OCC)C1c1cn(-c2ccccc2)nc1-c1ccco1,7%,?,4%,?,4%,-5%,?,8%
CCOC(=O)CSc1cc(=O)n(CC)c2ccccc12,-1%,5%,7%,?,-4%,3%,-8%,-8%
CCN(CC)C(=O)CSc1nc(O)c(Cc2ccccc2)c(=O)n1-c1ccccc1C,1%[9.22 µM],/,?,/,-14%,22%[10 µM],4%,-4%
COc1ccc(-c2nc(-c3cccc([N+](=O)[O-])c3O)cc(=O)o2)cc1OC,-1%,0%,-14%,5%,-12%,-9%[10 µM],-18%,?
CCn1c(COc2cc(C)cc(C)c2)nnc1SCC(=O)N1CCN(c2ccccc2)CC1,17%,-34%[inhibitor],6%,9%,-9%,0%,-1%,?
O=C(Nc1ccc(OCc2cc(=O)n3c4c(sc3n2)CCCC4)cc1)c1ccccc1,/,-2%,-1%,/,-8%,/,/,?
CN(C)c1cc(NC(=O)CN2CCOCC2)c2ccccc2n1,/,/,-4%,/,-9%,-4%,?,?
CN1CCN(CC(=O)Nc2ccc(Cl)cc2Cl)CC1,-9%,-4%,-3%,-4%,4%,-8%[0.074 µM],1%,4%
CCCn1c(C)nc2c(N(CCN(CC)CC)CCN(CC)CC)nc(C)nc21,/,-13%,2%,4%,-2%,-25%,13%,3%
CC(C)Cn1c(N)c(C(=O)COC(=O)C2CCCCC2)c(=O)n(C)c1=O,-15%,-7%,-3%,?,-7%,0%[10 µM],-2%,-2%
CN(C)S(=O)(=O)c1ccc(C(=O)Nc2ccccc2C(=O)O)cc1,6%,2%,-1%,-2%,-4%,7%[10 µM],5%,-5%
CC(=O)c1ccccc1OCC(O)CN1CCN(CCN2C(=O)c3cccc4cccc(c34)C2=O)CC1 (stereo unspecified),?,-33%[inhibitor],0%,?,3%,-7%[10 µM],?,-4%
OC1(Cc2ccn[nH]2)CCCCC1,11%,-15%,3%,4%,6%,0%,1%,-4%
CCOc1ccccc1CN1CCN(C/C=C/c2ccc(OC)cc2)CC1CCO (stereo unspecified),14%[9.22 µM],/,2%,?,2%,-6%[10 µM],-1%,-4%
CCOC(=O)c1cn(CC(=O)Nc2cccc(Cl)c2)nn1,3%,9%,-2%,-8%,3%,/,8%,2%
COC(=O)c1cc2c(ccn2C)n1C,13%[9.22 µM],/,-6%,9%,-5%,36%[10 µM],?,-11%
CCOC(=O)c1c(C)sc2c1N(C(C)=O)c1cc(Cl)ccc1S2,4%,/,3%,1%,-1%,-6%,1%,-7%
COc1ccc(NC(=O)c2oc3ccccc3c2NC(=O)Cc2coc3c(C)c(C)ccc23)cc1,/,8%,?,/,-26%,/,/,11%
c1ccc2[nH]c(NCCCN3CCOCC3)nc2c1,-13%,0%,-3%,0%,1%,8%,3%,11%
O=C(O)c1c[nH]c2cc(C(F)(F)F)ccc2c1=O,-5%,-15%,-1%,?,-1%,12%,-31%,-7%
COC(=O)C(Cc1cnc(Cl)s1)(C(=O)OC)c1ccccc1[N+](=O)[O-],4%,-6%,1%,-3%,-11%,14%,-4%,-5%
Cn1cccc1CC(=O)N/N=C/c1ccco1,-11%[9.22 µM],/,-13%,/,-16%,14%[10 µM],?,?
O=C(CCC1CC(=O)Nc2ccccc21)NCc1cccnc1 (stereo unspecified),-6%,-3%,-2%,1%,-14%,3%,4%,-12%
O=C(NCCO)C(=O)c1c(-c2ccccc2)cc2ccccn12,10%,8%,-1%,0%,-5%,-18%,0%,-7%
O=C(NCc1ccccc1)C(=O)NCC1COc2ccccc2O1 (stereo unspecified),3%,1%,-4%,?,-4%,-12%[10 µM],0%,-4%
CC(=O)c1ccc2c3c(cccc13)C(=O)N(c1c(C)nn(C)c1C)C2=O,-8%,-9%,0%,?,-4%,-26%[10 µM],-17%,-6%
O=C(NCCn1cc(SCc2ccc(Cl)cc2)c2ccccc21)c1cccs1,/,-36%[inhibitor],-19%,/,8.9µM*[quencher],/,/,?
C=C(C)c1cccc(C(C)(C)NC(=O)N(Cc2ccccc2)Cc2ccco2)c1,-7%[9.22 µM],-3%,?,-5%,1%,?,-3%,-11%
O=C(Nc1nc(-c2cccc([N+](=O)[O-])c2)cs1)C(c1ccccc1)c1ccccc1,16µM*,-1%,-4%,?,?,4%[10 µM],-1%,-20%
O=C(Nc1ccccc1C(=O)NC(Cc1ccc(O)cc1)C(=O)O)c1ccccc1 (stereo unspecified),-20%[9.22 µM],9%,-4%,-6%,2%,-14%,2%,0%
COc1ccc(CCCC(=O)NC(C)c2ccccc2)cc1 (stereo unspecified),4%,-14%,-2%,-13%,5%,-5%[10 µM],9%,4%
Fc1ccc(Oc2cnc3ccccc3n2)cc1,?,-4%,-8%,0%,3%,-42%,8%,4%
CC(C)CNC(=S)NC1CC2CCC(C1)N2Cc1ccccc1 (stereo unspecified),9%,-1%,4%,?,-1%,-15%,5%,0%
CC(C)(C)c1csc(Sc2ccc([N+](=O)[O-])cn2)n1,24%[9.22 µM],/,1%,/,?,8%[10 µM],-11%,?
Cc1ccc(-c2nc3ccccc3c(=O)n2Cc2ccccc2)cc1,-15%,-11%,-2%,16µM*,8%,-1%[10 µM],-7%,6%
Oc1cccc(O)c1O,7%,4%,/,1.5µM*,/,14%,/,/
CC1=NN(C(=O)c2ccc(Br)cc2)C(O)(c2ccccc2)C1 (stereo unspecified),9%[9.22 µM],2%,14%,-5%,-8%,-10%[1.9 µM],?,?
CCOc1ccccc1OCC(=O)Nc1ccc(N2CCCCC2)cc1,-17%,-57%[inhibitor],-1%,-5%,-22%,15%[10 µM],?,?
